# High-throughput results (PubChem BioAssay)
# TRb-SRC2 inh = inhibitors of human thyroid hormone receptor beta-SRC2 interaction; TRbeta-SRC2 peptide binding, fluorescence polarization; receptor liganded with 1 µM T3; Potency, µM (series often up to 106 µM), for the others: at the top dose activity change, negative = inhibition, hits mostly inhibitors; 280,000 tested, 0.065% active; P10828; AID 1469; active = well fitted inhibition curve with a large enough effect; inconclusive = small, poorly fitted or top-dose-only effect, or effect the other way;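 also: plate controls were bound peptide for no effect and peptide without receptor for full effect; nearly all actives have a fitted effect of over 50% in size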
# Target sequence (P10828 whole entry, looked up): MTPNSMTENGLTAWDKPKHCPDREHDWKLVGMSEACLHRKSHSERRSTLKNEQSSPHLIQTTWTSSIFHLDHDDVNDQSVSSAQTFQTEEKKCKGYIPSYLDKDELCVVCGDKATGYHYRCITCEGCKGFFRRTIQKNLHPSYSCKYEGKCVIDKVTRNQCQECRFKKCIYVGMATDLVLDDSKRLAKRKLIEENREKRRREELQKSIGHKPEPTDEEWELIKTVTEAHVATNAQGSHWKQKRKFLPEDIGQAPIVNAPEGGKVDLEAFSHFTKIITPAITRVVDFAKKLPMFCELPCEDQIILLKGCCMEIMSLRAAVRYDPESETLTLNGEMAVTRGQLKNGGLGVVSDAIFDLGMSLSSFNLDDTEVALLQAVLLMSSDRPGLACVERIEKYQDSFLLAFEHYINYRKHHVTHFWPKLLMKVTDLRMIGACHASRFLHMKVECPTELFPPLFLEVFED
#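 Decrease in fluorescence polarization of 20 nM Texas Red SRC2 coactivator peptide flagged inhibition of its binding to 0.6 uM TRb LBD; 1 uM T3 included, incubation 5 hr, ex 555/em 632 nm.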
# TR SRC2 fluor cs = alters Texas Red total fluorescence, flagging assay interference. 280,000 tested, 0.29% active. TRb/SRC2 Texas Red total fluorescence interference. AID 1479. Potency, µM (highest dose often 106 µM), for inactives: at the top dose fluorescence change, negative = quenching; active = well fitted curve in either direction with a large enough effect; inconclusive = small, poorly fitted or top-dose-only effect
#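 Flags fluorescent or light-absorbing compounds by total fluorescence, S + 2P, at 555 nm excitation and 632 nm emission. Mixture: 20 nM Texas Red SRC2 peptide, 0.6 uM human TRb LBD, 1 uM T3, 5% DMSO; compound exposure 5 h at ambient temperature.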
# An asterisk follows results filed as active; u = inconclusive; [ ] = dose if it differs, or a comment. Unless noted, % is scaled to controls: 0 for no effect and ±100 for the full control effect; potency is read from the fitted curve at half-maximal effect. This is a subset (hit frequency here may not be typical).
SMILES,TRb-SRC2 inh,TR SRC2 fluor cs
Cc1ccccc1C(=O)OCc1cc(=O)n2nc(C(C)C)sc2n1,-2%,-5%
CCc1cccc(NC(=O)Cn2c(=O)n(-c3ccccc3C)c(=O)c3c2c2cc(C)ccc2n3C)c1,3%,0%
Cc1ccc(NC(=O)CN(Cc2ccccc2)S(=O)(=O)c2ccc3nc(C)sc3c2)c(C)c1,1%,-4%
CCc1ccc(-n2nc(C)c3c(C)cc(=O)n(CC(=O)Nc4ccc(C(C)=O)cc4)c32)cc1,-3%,-1%
CCN1CCN(C(c2ccccc2Cl)c2c(O)cc(C)n(CCOC)c2=O)CC1 (centres undefined),2%,2%
O=S(=O)(c1ccc2nc(N3CCN(c4cccc(Cl)c4)CC3)ccc2c1)N1CCCCC1,-5%,0%
Cc1sc(C2C(C#N)=C(N)N(c3ccc(Cl)cc3)C3=C2C(=O)CCC3)cc1CN1CCOCC1 (centres undefined),-1%,-2%
CCOc1ccc(NS(=O)(=O)c2ccc(NC(=O)N3CCCC3)cc2)cc1,1%,-13%
Cc1ccc(NC(=O)CN2C(=O)CCc3cc(S(=O)(=O)N4CCOCC4)ccc32)c(C)c1,5%,0%
CCOC(=O)c1c(S(=O)(=O)N2CCC(C(=O)Nc3ccccc3OC)CC2)c(C)n(CC)c1C,-9%,-5%
CC(C)CCNC(=O)CSc1nc2ccsc2c(=O)n1Cc1ccccc1Cl,-3%,1%
CC(C)c1ccc(NC(=O)CSC2=Nc3ccccc3C3=NC(CC(=O)NCCc4ccccc4)C(=O)N23)cc1 (centres undefined),-2%,-2%
Cc1ccc(C)c(NC(=O)CN2C(=O)CCc3cc(S(=O)(=O)N4CCCCC4)ccc32)c1,6%,2%
COc1ccc(-c2nc3sc(CCNS(=O)(=O)c4ccc(F)c(C)c4)c(C)n3n2)cc1,-5%,-1%
O=C(Nc1cc(Cl)cc(Cl)c1)c1cc(S(=O)(=O)N2CCC3(CC2)OCCO3)ccc1F,1%,0%
COc1cc(-c2ccno2)ccc1S(=O)(=O)N1CCN(c2ccccc2)CC1,-3%,-3%
Cc1cccc(OCC(=O)Nc2ccc(OCc3cc(=O)n4cc(C)ccc4n3)cc2)c1,2%,-1%
Cc1nc2ccccc2n1CCc1nc2c3ccccc3nc(SCc3ccc(C#N)cc3)n2n1,-1%,-1%
COc1cc(OC)c(NC(=O)NCCn2nnc3cc(S(=O)(=O)N(C)C)ccc32)cc1Cl,-9%,-2%
O=C(NCCc1ccccc1)C1COc2ccccc2C1 (centres undefined),3%,-27%

# The closing six records of the part before come first, to join the parts:
SMILES,TRb-SRC2 inh,TR SRC2 fluor cs
O=C(Nc1cc(Cl)cc(Cl)c1)c1cc(S(=O)(=O)N2CCC3(CC2)OCCO3)ccc1F,1%,0%
COc1cc(-c2ccno2)ccc1S(=O)(=O)N1CCN(c2ccccc2)CC1,-3%,-3%
Cc1cccc(OCC(=O)Nc2ccc(OCc3cc(=O)n4cc(C)ccc4n3)cc2)c1,2%,-1%
Cc1nc2ccccc2n1CCc1nc2c3ccccc3nc(SCc3ccc(C#N)cc3)n2n1,-1%,-1%
COc1cc(OC)c(NC(=O)NCCn2nnc3cc(S(=O)(=O)N(C)C)ccc32)cc1Cl,-9%,-2%
O=C(NCCc1ccccc1)C1COc2ccccc2C1 (centres undefined),3%,-27%
COc1ccc(NC(=O)C(=O)NCCc2csc3nc(-c4ccccc4C)nn23)cc1,5%,-8%
Cc1ccc(CNC(=O)c2ccc3c(c2)nc2n3CCOC2)cc1,6%,-1%
CC(C)(C)OC(=O)N1CCC(c2c(C(=O)NCc3ccc(F)cc3)cnn2-c2ccc(F)cc2)CC1,2%,-2%
CC(C)c1ccc(C2=CC(c3cccc(Cl)c3)n3c(nc4ccccc43)N2)cc1 (centres undefined),-2%,6%
CCOc1ccc(CC(=O)Nc2ccc3nc(N4CCCCC4)cc(C)c3c2)cc1OCC,10%,u
Cc1ccc(NC(=O)c2c(N3CCCC3=O)c3cc(C)ccc3n2C)c(C)c1,8%,0%
CN(Cc1ccccc1)S(=O)(=O)c1ccc(F)c(C(=O)Nc2cc(Cl)cc(Cl)c2)c1,7%,-2%
CC1CCCN(S(=O)(=O)c2cc(C(=O)NCc3ccccc3Cl)n(C)c2)C1 (centres undefined),-1%,1%
Cc1cccc(N2CCN(S(=O)(=O)c3ccc4c(c3)CCCN4C(=O)C3CCC3)CC2C)c1 (centres undefined),-3%,2%
Cc1nc(N2CCOCC2)c2c(C(=O)N(C)Cc3ccccc3)c(C)oc2n1,-13%,-3%
Cc1ccc(N2CCN(C(=O)c3c(C)oc4nc(C)nc(N5CCCC5)c34)CC2)c(C)c1,-3%,-2%
Cn1c(=O)c2nc(SCC(=O)Nc3cc(Cl)ccc3Cl)n(C)c2n(C)c1=O,2%,-1%
CCc1ccc(CNC(=O)C2COc3ccc(OC)cc3C2)cc1 (centres undefined),1%,-22%
COc1ccccc1CNC(=O)CCc1c(C)nn(-c2ccc(N3CCOCC3)nn2)c1C,-1%,-4%
COc1ccccc1N1CCN(c2csc3ccc(Cl)cc3c2=O)CC1,14%,u
COc1cccc(OCC(=O)NC2CC(=O)N(c3ccc4c(c3)OCCO4)C2)c1 (centres undefined),-8%,0%
COc1ccc(-c2cn3nc(N4CCC(C(=O)Nc5cccc(Cl)c5)CC4)sc3n2)cc1,-3%,-3%
COc1cn(CC(=O)Nc2cccc(C)c2)c(CN2CCCCC2)cc1=O,0%,2%
CCCC/C=C\CCCCCCCCCC=O,9%[201 µM],3%[201 µM]
O=C(O)Cc1ccc(NC2(c3ccccc3)C(=O)c3ccccc3C2=O)cc1,-2%,4%
Cc1ccc(C(=O)OC2=C(C(=O)c3ccccc3)N(C)S(=O)(=O)c3ccccc32)cc1,1%,2%
CCc1cccc(N2C(=O)N(Cc3c(F)cccc3Cl)c3ccccc3S2(=O)=O)c1,1%,-5%
O=C(NCCc1ccccc1)C1(c2cccs2)CCOCC1,-3%,-3%
Cc1ccc(NC(=O)c2cccc(NC(=O)N3CCSc4ncccc43)c2)cc1F,-6%,-1%
O=C(CCc1ccccc1)NCc1ccc2c(c1)CCN2C(=O)c1ccc(Cl)cc1,-2%,6%
COc1ccccc1Nc1nn2c(=O)c3ccc(C(=O)NCCC4=CCCCC4)cc3nc2s1,5%,-1%
COc1ccc(CCNC(=O)c2c3c(nc4ccccc24)C(=O)N(C2CCCCC2)C3)cc1OC,1%,1%
Cc1ccc(N2CC(NC(=O)c3cc4ccccc4o3)CC2=O)cc1C (centres undefined),3%,-1%
COc1ccc(C)cc1NC(=O)NCc1ccc2c(c1)CCN2C(=O)c1ccccc1,-7%,-1%
CCc1c(C)sc2c1CCN(C(=O)Nc1cc(OC)c(OC)c(OC)c1)C2c1ccccc1 (centres undefined),0%,-1%
Cc1ccc(CSc2nc3c([nH]c4ccccc43)c(=O)n2C)cc1,-3%,-4%
CCOc1ccc(-c2nnc(SCC(=O)NCc3ccc(C)cc3)nc2-c2ccc(OCC)c(OC)c2)cc1OC,-2%,-1%
O=C1Cc2cc(S(=O)(=O)Nc3cccc(C(F)(F)F)c3)cc3c2N1CCC3,-8%,-1%
CCN(C(=O)C1CCCN(c2ncnc3onc(-c4ccc(F)cc4)c23)C1)c1ccccc1 (centres undefined),u,u
Cc1ccc(C)c(N2CCN(S(=O)(=O)c3ccc(-c4cc(C(F)(F)F)on4)s3)CC2)c1,-4%,-1%
Cc1ccc2nc(COc3ccccc3NC(=O)c3ccccc3C)cc(=O)n2c1,3%,1%
Cc1ccc(-n2nc(C)c3c(C)cc(=O)n(CC(=O)NC(C)c4ccccc4)c32)cc1 (centres undefined),0%,-1%
CC(C)(C)C(=O)NCC(c1ccc2c(c1)OCO2)N1CCOCC1 (centres undefined),-1%,-1%
Cc1ccccc1OCC(=O)OCc1cc(=O)n2nc(C3CC3)sc2n1,-4%,-3%
Cc1ccc(-n2c(=O)c3cccnc3n2CC(=O)Nc2ccc(C)cc2Cl)cc1,-10%,1%

# Of the compounds above, these have a furan ring, fused or not:
SMILES,TRb-SRC2 inh,TR SRC2 fluor cs
Cc1nc(N2CCOCC2)c2c(C(=O)N(C)Cc3ccccc3)c(C)oc2n1,-13%,-3%
Cc1ccc(N2CCN(C(=O)c3c(C)oc4nc(C)nc(N5CCCC5)c34)CC2)c(C)c1,-3%,-2%
Cc1ccc(N2CC(NC(=O)c3cc4ccccc4o3)CC2=O)cc1C (centres undefined),3%,-1%

# Other structures follow.
SMILES,TRb-SRC2 inh,TR SRC2 fluor cs
CCOC(=O)C1CCN(C(=O)c2ccc(NC(=O)c3nsc4ccccc34)cc2)CC1,1%,0%
Cc1ccc(S(=O)(=O)C(CNC(=O)C(=O)NCc2ccccc2C)c2cccs2)cc1 (centres undefined),0%,0%
COc1ccc(N2CCN(C(=O)c3cnn(-c4ccc(F)cc4)c3-n3cccc3)CC2)cc1,1%,0%
CCOC(=O)c1sc(NC(=O)/C=C/c2ccc(OCC)cc2)c(C(=O)OCC)c1C,5%,1%
COc1ccccc1CNC(=O)Cn1c(=O)nc(-c2ccccc2)c2ccccc21,-1%,-1%
Cn1c(=O)c2c(SCC(=O)N3CCc4ccccc43)nc(-c3cccc(F)c3)nc2n(C)c1=O,-4%,0%
Cc1ccc(CNS(=O)(=O)c2ccc(-c3cnc(C4CC4)o3)cc2)cc1,5%,-3%
Cc1cccc2sc(N(Cc3cccnc3)C(=O)COc3ccccc3)nc12,-12%,-1%
Cn1cnc(S(=O)(=O)N2CCC(C(=O)NCc3ccccc3)CC2)c1,5%,0%
Cc1ccccc1C(=O)Nc1cccc(C(=O)OCc2cc(=O)n3ccsc3n2)c1,3%,-1%
Cc1ccc(CNC(=O)C(C)n2c(=O)cc(-c3ccccc3)c3c(C)nn(C)c32)cc1 (centres undefined),-4%,-1%
Cc1cccc2c(=O)cc(CSc3ccccc3NC(=O)C(C)(C)C)[nH]c12,7%,-3%
CCOc1ccc(NC(=O)N2CCC(n3c(C)nc4cccnc43)CC2)cc1,-3%,-2%
CCOc1ccccc1NC(=O)CN(C)S(=O)(=O)c1ccc(C(=O)N2CCOCC2)s1,-2%,-2%
Cc1ccccc1C(=O)OCc1cc(=O)n2nc(-c3cccs3)sc2n1,-4%,u
Cn1cc(-c2cc3n(n2)CCC(=O)N3CC(=O)NCc2ccc(Cl)cc2)c2ccccc21,-3%,-5%
COc1ccc(CNC(=O)CCc2c(C)nn(-c3ccc(N4CCCCC4)nn3)c2C)cc1,6%,-1%
CN(C)c1ccc(NC(=O)CN2CCN(CC(=O)Nc3ccc(Br)cc3)CC2)cc1,-3%,3%
CC(C)c1ccc(NC(=O)c2cc(S(=O)(=O)NCCC3=CCCCC3)ccc2F)cc1,3%,0%
Cc1cc(=O)n(C(C)C(=O)N2CCCc3ccccc32)c2c1c(C)nn2-c1ccccc1 (centres undefined),-14%,u
NS(=O)(=O)c1ccc(CCNC(=O)c2ccc3nc(CCc4ccccc4)oc3c2)cc1,3%,2%
COc1cc(OC)cc(N2C(=O)N(Cc3ccc(C(C)(C)C)cc3)c3ccccc3S2(=O)=O)c1,-1%,-2%
CCOc1ccc(CNC(=O)c2ccc(NC(=O)N3CCSc4ncccc43)cc2)cc1,0%,0%
Cc1ccc(S(=O)(=O)N2CCCc3cc(NC(=O)c4ccc(C(C)(C)C)cc4)ccc32)cc1,14%,-2%
NC(=O)c1nn2c(C(F)(F)F)cc(-c3ccc(Br)cc3)nc2c1Cl,2%,0%
Cc1ccc(CSc2nc(=O)c3c(C)cc(C)nc3n2C2CC2)cc1,3%,-1%
CCOc1ccccc1Nc1ccc2cc(S(=O)(=O)N3CCCCC3)ccc2n1,1%,1%
Cc1ccc(C)n1-c1c(C(=O)NCCC(C)C)sc2ncccc12,5%,-6%
O=C(CSc1nc(=O)[nH]c2c1CCC2)NCc1ccccc1,1%,0%
CC(C)(C)c1ccc(C(=O)Nc2ccc3c(c2)CCCN3C(=O)c2cccs2)cc1,1%,-1%
O=C(CN1CCSc2ccccc21)N1CCN(c2ccccc2)CC1,-5%,0%
COc1ccccc1CNC(=O)c1c2c(nc3ccccc13)C(=O)N(C1CCCCC1)C2,-7%,0%
CCOC(=O)c1cccc(NC(=O)c2ncoc2-c2ccco2)c1,-2%,-3%
CC(C)Cn1cc(NC(=O)N2CCN(c3cccc(C(F)(F)F)c3)CC2)c2ccccc2c1=O,0%,-5%
CCOc1ccc(CNC(=O)C2CCN(S(=O)(=O)c3c(C)noc3/C=C/c3ccc(C)cc3)CC2)cc1OC,2%,0%
Cc1ccc(NC(=O)C2CCN(c3nc4ccccc4nc3C(F)(F)F)CC2)cc1F,-2%,-2%
CCOC(=O)CSc1nc2c([nH]c3ccccc32)c(=O)n1-c1ccc(OCC)cc1,-4%,-3%
CCC(C)NC(=O)c1ccc2c(c1)nc1n2CCCCC1 (centres undefined),-4%,-2%
CC(C)NC(=O)Cn1nc(N2CCN(c3ccccc3)CC2)ccc1=O,-4%,0%
CC(=O)N1CCc2c(sc(NC(=O)CSc3ccc(C)cc3)c2-c2nc3ccccc3s2)C1,-12%,1%
